3CLpro inhibitor = SARS-CoV 3CLpro protease inhibitors, primary screen, biochemical, quenched FRET; Replicase polyprotein 1ab (Severe acute respiratory syndrome coronavirus), P0C6X7; recombinant SARS-CoV 3CLpro, quenched FRET peptide cleavage; inhibition, % at 6 µM; hit rate 0.14% among 290,000; in the data active = inhibition above about 12%
BioA inh = M. tuberculosis BioA enzyme inhibitors, primary screen, biochemical, plate reader, single point, HTS | 7,8-diaminopelargonic acid synthase BioA (Mycobacterium tuberculosis) | purified M. tuberculosis BioA enzyme | inhibition, % at 9.99 µM | hit rate 0.096% among 360,000; in the data active = inhibition above about 40%
SSB-PriA inh = inhibitors of Klebsiella pneumoniae PriA binding to SSB C-terminal tail, primary screen, biochemical, AlphaScreen; inhibition, % at 33 µM; PriA–SSB C-terminal tail interaction (Klebsiella pneumoniae); hit rate 0.6% among 430,000; AlphaScreen SSBct-PriA binding, biotinylated peptide; in the data active = inhibition mostly above about 37%, no sharp cut-off; inactive = mostly below about 20%;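 note: plate controls were negative control peptide for no effect and reference peptide for full effect; strong numbers were not always called active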
Vc quorum ag = inducers of Vibrio cholerae quorum light production without autoinducers, primary screen, BH1578 luxS cqsA deficient, single point | V. cholerae BH1578 lux reporter, luminescence, 6 h | activation, % at 18.7 µM | hit rate 0.16% among 350,000 | AID 588436, 2011; in the data active = activation mostly above about 9.7%, no sharp cut-off; note: not every result past the cut was called active; inactives centre near 0; reference of the scale not given here
Rv3671c inh = Rv3671c serine protease inhibitors, primary screen, biochemical, fluorescence polarization, M. tuberculosis H37Rv. P9WHR9. inhibition, % at 5.96 µM. hit rate 0.048% among 320,000; in the data active = inhibition above about 38%;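 note: extracellular domain of Rv3671c used as enzyme; 0% = enzyme with DMSO and 100% = no enzyme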
Target sequence (P9WHR9 whole entry, looked up, the tested form may be a part): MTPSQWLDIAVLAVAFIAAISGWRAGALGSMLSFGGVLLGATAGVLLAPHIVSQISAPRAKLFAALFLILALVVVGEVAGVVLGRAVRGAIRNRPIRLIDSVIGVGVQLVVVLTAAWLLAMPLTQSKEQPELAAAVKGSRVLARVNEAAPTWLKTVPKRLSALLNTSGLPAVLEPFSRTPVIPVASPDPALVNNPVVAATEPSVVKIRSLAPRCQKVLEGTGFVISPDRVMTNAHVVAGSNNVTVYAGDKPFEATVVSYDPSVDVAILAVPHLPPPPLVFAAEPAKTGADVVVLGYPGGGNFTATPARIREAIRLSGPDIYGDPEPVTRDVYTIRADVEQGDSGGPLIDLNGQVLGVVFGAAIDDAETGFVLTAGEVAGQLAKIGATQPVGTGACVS
Mtb UGM inh = M. tuberculosis UGM enzyme inhibitors, primary screen, biochemical, fluorescence polarization, single point; hit rate 0.06% among 320,000; inhibition, % at 10 µM; AID 504406, 2011; purified UGM, fluorescence polarization probe displacement; UDP-galactopyranose mutase (Mycobacterium tuberculosis (strain ATCC 25618 / H37Rv)), …; in the data active = inhibition above about 10%, passing the limit was not always enough
Mtb FBA inh = Mtb FBA enzyme inhibitors, primary screen, biochemical, fluorescence, strain H37Rv. Fructose-bisphosphate aldolase (Mycobacterium tuberculosis (strain ATCC 25618 / H37Rv)), …. purified M. tuberculosis FBA, fluorescence read-out. inhibition, % at 1 µM. hit rate 2.3% among 360,000. AID 588726, 2011; in the data active = inhibition above about 27%;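 note: 0% = vehicle and 100% = reference inhibitor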
Target sequence (P9WQA3 whole entry, looked up): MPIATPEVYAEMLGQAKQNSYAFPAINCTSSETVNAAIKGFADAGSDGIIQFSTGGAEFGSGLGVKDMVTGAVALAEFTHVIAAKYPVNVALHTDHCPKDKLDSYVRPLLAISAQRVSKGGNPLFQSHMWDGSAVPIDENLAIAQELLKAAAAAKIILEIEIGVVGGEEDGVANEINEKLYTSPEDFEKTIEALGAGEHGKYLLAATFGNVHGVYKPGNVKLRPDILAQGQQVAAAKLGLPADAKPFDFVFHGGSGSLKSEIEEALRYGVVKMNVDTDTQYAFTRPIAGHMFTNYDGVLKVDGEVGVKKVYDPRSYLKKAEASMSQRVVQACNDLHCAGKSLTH
DUSP3 inh = VHR1 phosphatase inhibitors, primary screen, biochemical, absorbance, uHTS; recombinant VHR phosphatase, pNPP absorbance; hit rate 0.52% among 290,000; inhibition, % at 13.3 µM; in the data active = inhibition above about 50%; note: some compounds called inactive have numbers as strong as hits
Target sequence (P51452 whole entry, looked up): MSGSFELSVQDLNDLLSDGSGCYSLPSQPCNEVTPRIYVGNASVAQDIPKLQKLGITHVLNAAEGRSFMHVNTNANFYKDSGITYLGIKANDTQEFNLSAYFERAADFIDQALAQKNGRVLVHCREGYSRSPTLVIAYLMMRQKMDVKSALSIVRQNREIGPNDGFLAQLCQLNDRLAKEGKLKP
GDH-TPI inh = GDH-TPI coupling enzyme inhibitors, primary screen, artefact control for M. tuberculosis FBA inhibitor project, biochemical, absorbance, full deck; hit rate 1.2% among 360,000; GDH-TPI coupled enzyme counterscreen, NADH absorbance; AID 588335, 2011; inhibition, % at 4.8 µM; in the data active = inhibition above about 30%;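 note: 0% = DMSO wells and 100% = wells lacking the enzyme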
MazF activator = activators of E. coli MazEF toxin-antitoxin RNase, primary screen, biochemical, fluorescence, uHTS; AID 504720, 2011; hit rate 0.32% among 350,000; activation, % at 20 µM; FAM/BHQ RNA-DNA oligo cleavage fluorescence, 5 h; in the data active = activation above about 50%
Target sequence (P0AE70 whole entry, looked up): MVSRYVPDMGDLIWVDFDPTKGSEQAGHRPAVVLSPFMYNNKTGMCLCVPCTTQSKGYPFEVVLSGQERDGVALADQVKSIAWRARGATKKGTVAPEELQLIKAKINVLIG
The depositor's hits bear a star; & = joins results of further samples. A portion of the library. The share of hits here may be higher or lower than overall.

CC(C)CN(C)C(=O)CCc1nnc(Cc2cccc(C(F)(F)F)c2)o1 was read as 3CLpro inhibitor 1, SSB-PriA inh -7, Vc quorum ag -0.2, Rv3671c inh 8, Mtb UGM inh 0.4, Mtb FBA inh -7, DUSP3 inh 5, GDH-TPI inh 0 and MazF activator 5.
`Cc1ccc(C(C)(C)C)cc1S(=O)(=O)Nc1nc2ccccc2nc1Cl` gave 3CLpro inhibitor 6, BioA inh 1.9, SSB-PriA inh -7, Vc quorum ag inactive, Rv3671c inh -7, Mtb UGM inh -3.4, Mtb FBA inh 7, DUSP3 inh 30, GDH-TPI inh 7 and MazF activator 7.
Screening CN1CCc2nc(SCc3ccc(C(C)(C)C)cc3)c(C#N)cc2C1 returned 3CLpro inhibitor -2, BioA inh -0.6, SSB-PriA inh -14, Vc quorum ag -2.0, Rv3671c inh -2, Mtb UGM inh -0.4, Mtb FBA inh 4, DUSP3 inh 21, GDH-TPI inh 3 and MazF activator -2.
For CCCc1cc(C(=O)N2CCCC(C(=O)c3cc(C)c(OC)c(C)c3)C2)n(C)n1 (centres undefined) the results were 3CLpro inhibitor 1, BioA inh -0.6, SSB-PriA inh -7, Vc quorum ag inactive, Rv3671c inh 2, Mtb UGM inh 5.6, Mtb FBA inh 3, DUSP3 inh -9, GDH-TPI inh -6 and MazF activator -6.
Cn1c(SCC(=O)c2ccccc2)nnc1-c1ccco1 was read as 3CLpro inhibitor 0, BioA inh 1.3, SSB-PriA inh -17, Rv3671c inh -7, Mtb UGM inh 0.1, Mtb FBA inh -2, DUSP3 inh 0, GDH-TPI inh -6 and MazF activator -1.
Screening O=C(COc1ccc(Br)cc1)Nc1ccc(CN2CCOCC2)cc1 returned 3CLpro inhibitor 2, BioA inh -1.4, SSB-PriA inh -8, Vc quorum ag -0.7, Rv3671c inh -6, Mtb UGM inh -3.0, Mtb FBA inh -1, DUSP3 inh 2, GDH-TPI inh 2 and MazF activator 1.
Cc1cc(C)n(C(=O)c2c([N+](=O)[O-])c(C)nn2C)n1 was read as 3CLpro inhibitor 3, BioA inh -3.1, SSB-PriA inh -4, Vc quorum ag inactive, Rv3671c inh -6, Mtb UGM inh -2.3, Mtb FBA inh 3, DUSP3 inh -3, GDH-TPI inh 5 and MazF activator 7.
Screening COc1ccc(OC)c(N(CC(=O)Nc2ccccc2F)S(=O)(=O)c2ccccc2)c1 returned SSB-PriA inh 3, Vc quorum ag -0.5, Rv3671c inh -8, Mtb UGM inh 5.8, Mtb FBA inh 0, GDH-TPI inh 6 and MazF activator 0.
`Cc1ccccc1C(=O)NC(=S)NCCN1CCOCC1` gave 3CLpro inhibitor 6, SSB-PriA inh -27, Vc quorum ag -0.3, Rv3671c inh 4, Mtb UGM inh 3.1, Mtb FBA inh 3, DUSP3 inh 7, GDH-TPI inh 0 and MazF activator 1.
`COc1ccc(N2CCN(Cc3cc(=O)oc4cc(C)c(Cl)cc34)CC2)cc1` gave 3CLpro inhibitor -4, BioA inh -0.7, SSB-PriA inh 13, Vc quorum ag -0.5, Rv3671c inh 1, Mtb UGM inh -1.4, Mtb FBA inh -2, DUSP3 inh 11, GDH-TPI inh 3 and MazF activator -11.
Screening Cc1ccc(C)c(NC(=O)c2ccc3ccccc3n2)c1 returned 3CLpro inhibitor 2, BioA inh -0.8, SSB-PriA inh -15, Vc quorum ag inactive, Rv3671c inh -3, Mtb UGM inh 0.6, Mtb FBA inh 0, DUSP3 inh 39, GDH-TPI inh -3 and MazF activator 1.
`C[C@@H]1CN([C@@H](C)CO)C(=O)c2cc(Br)cnc2O[C@@H]1CN(C)C(=O)Nc1ccc(F)cc1` gave BioA inh -3.0&1.7&-0.8, Vc quorum ag -0.5, Mtb FBA inh 2, GDH-TPI inh 13 and MazF activator -3.
For COc1ccc(OC)c(C2N(c3cc(C)on3)C(=O)C3CCCN32)c1 (centres undefined) the results were 3CLpro inhibitor 1, BioA inh 0.1, SSB-PriA inh -19, Vc quorum ag 3.7, Rv3671c inh -4, Mtb UGM inh -0.8, Mtb FBA inh 5, DUSP3 inh 29, GDH-TPI inh 5 and MazF activator 8.
COCCCNc1nc(N)c([N+](=O)[O-])c(Nc2cc(OC)ccc2OC)n1 was read as 3CLpro inhibitor -3, BioA inh -3.0, SSB-PriA inh 2, Vc quorum ag -0.4, Rv3671c inh 7, Mtb UGM inh 0.0, Mtb FBA inh 1, DUSP3 inh 21, GDH-TPI inh 13 and MazF activator 5.
`O=C1c2cccc([N+](=O)[O-])c2C(=O)N1c1c[nH]c(=O)[nH]c1=O` gave 3CLpro inhibitor 0, SSB-PriA inh -13, Vc quorum ag inactive, Rv3671c inh -11, Mtb UGM inh -1.5, Mtb FBA inh -2, DUSP3 inh 14, GDH-TPI inh 11 and MazF activator -4.
O=C(Nc1ccc(Br)cc1)c1cccnc1N1CCOCC1 was read as 3CLpro inhibitor 2, SSB-PriA inh -16, Vc quorum ag -0.5, Rv3671c inh -4, Mtb UGM inh -0.8, Mtb FBA inh 2, DUSP3 inh 21, GDH-TPI inh -3 and MazF activator 1.
Screening CCc1cccc(NC(=O)c2cccc3c2C(=O)N(CC2CCCO2)C3)c1 (centres undefined) returned 3CLpro inhibitor -2, BioA inh 0.0, SSB-PriA inh -28, Vc quorum ag -0.3, Rv3671c inh -16, Mtb UGM inh -2.2, Mtb FBA inh -1, DUSP3 inh 13, GDH-TPI inh 5 and MazF activator 9.
For O=C(OCC1CC(c2ccccc2)=NO1)c1ccc(Br)cc1 (centres undefined) the results were 3CLpro inhibitor 2, SSB-PriA inh -25, Vc quorum ag inactive, Rv3671c inh -1, Mtb UGM inh 2.5, Mtb FBA inh 2, DUSP3 inh 0, GDH-TPI inh 5 and MazF activator -1.
For COc1ccc(Cl)cc1NC(=O)CSc1nc(=O)n(CCN(C)C)c2c1CCCC2 the results were BioA inh 19, SSB-PriA inh -13&-13, Vc quorum ag -1.0, Rv3671c inh 0, Mtb UGM inh -0.2, Mtb FBA inh -3, GDH-TPI inh 7 and MazF activator 7.
`COc1cccc(NC(=O)c2ccccc2N(Cc2ccccc2)S(C)(=O)=O)c1` gave 3CLpro inhibitor -5, BioA inh 0.0, SSB-PriA inh -3, Vc quorum ag 0.4, Rv3671c inh 0, Mtb UGM inh 1.7, Mtb FBA inh -2, DUSP3 inh 8, GDH-TPI inh 4 and MazF activator 5.

The list goes on, overlapping the part above by 3 compounds.
For O=C(OCC1CC(c2ccccc2)=NO1)c1ccc(Br)cc1 (centres undefined) the results were 3CLpro inhibitor 2, SSB-PriA inh -25, Vc quorum ag inactive, Rv3671c inh -1, Mtb UGM inh 2.5, Mtb FBA inh 2, DUSP3 inh 0, GDH-TPI inh 5 and MazF activator -1.
For COc1ccc(Cl)cc1NC(=O)CSc1nc(=O)n(CCN(C)C)c2c1CCCC2 the results were BioA inh 19, SSB-PriA inh -13&-13, Vc quorum ag -1.0, Rv3671c inh 0, Mtb UGM inh -0.2, Mtb FBA inh -3, GDH-TPI inh 7 and MazF activator 7.
`COc1cccc(NC(=O)c2ccccc2N(Cc2ccccc2)S(C)(=O)=O)c1` gave 3CLpro inhibitor -5, BioA inh 0.0, SSB-PriA inh -3, Vc quorum ag 0.4, Rv3671c inh 0, Mtb UGM inh 1.7, Mtb FBA inh -2, DUSP3 inh 8, GDH-TPI inh 4 and MazF activator 5.
`CC1CN(C(=S)Nc2ccc(SC(F)F)cc2)CC(C)O1` (centres undefined) gave 3CLpro inhibitor 2, BioA inh 1.1, SSB-PriA inh 2, Vc quorum ag -0.1, Rv3671c inh 2, Mtb UGM inh 1.9, Mtb FBA inh -2, DUSP3 inh 26, GDH-TPI inh -5 and MazF activator 1.
For Cc1cc(O)c(Oc2cc(C)cc(O)c2O)c(O)c1 the results were 3CLpro inhibitor -1, BioA inh -0.1, SSB-PriA inh 4, Vc quorum ag -0.4, Rv3671c inh -1, Mtb UGM inh -1.9, Mtb FBA inh -1, DUSP3 inh 3, GDH-TPI inh 8 and MazF activator 2.
COCCCNC(=S)NCCNc1nc2c(C)c(C)ccc2cc1C#N was read as 3CLpro inhibitor 2, SSB-PriA inh -21, Mtb FBA inh 20, DUSP3 inh 13, GDH-TPI inh -5 and MazF activator 2.
For O=C(O)c1cccc(CN2C(=O)SC(Nc3cccc4ccccc34)C2=O)c1 (centres undefined) the results were 3CLpro inhibitor 1, BioA inh 0.5, SSB-PriA inh 13, Vc quorum ag -0.6, Rv3671c inh 3, Mtb UGM inh 4.4, Mtb FBA inh 4, DUSP3 inh -10, GDH-TPI inh 1 and MazF activator -4.
CC(C)[C@H](NC(=O)N1CCn2c1nc1ccccc12)C(=O)N[C@@H](Cc1ccccc1)C(=O)O was read as 3CLpro inhibitor 1, BioA inh -0.6, SSB-PriA inh 5, Vc quorum ag -0.3, Rv3671c inh 3, Mtb UGM inh -1.9, Mtb FBA inh 0, DUSP3 inh 12, GDH-TPI inh 4 and MazF activator -7.
`COc1ccc(C(=O)COC(=O)CN2C(=O)C3C4C=CC(C4)C3C2=O)cc1` (centres undefined) gave 3CLpro inhibitor 0, BioA inh -0.3, SSB-PriA inh -4, Vc quorum ag -0.4, Rv3671c inh -1, Mtb UGM inh 2.8, Mtb FBA inh 1, DUSP3 inh 18, GDH-TPI inh 0 and MazF activator -7.
Screening COc1ccccc1NS(=O)(=O)c1cc(C(=O)N2CCCC2)ccc1C returned BioA inh 0.7, SSB-PriA inh -13, Vc quorum ag -0.1, Rv3671c inh 6, Mtb UGM inh 0.1, Mtb FBA inh 2, GDH-TPI inh -3 and MazF activator 6.
NC(=O)Cn1cc(C=C2C(=O)NC(=O)NC2=O)c2ccccc21 was read as 3CLpro inhibitor 7, SSB-PriA inh 0, Vc quorum ag inactive, Mtb UGM inh 30*, Mtb FBA inh -1, DUSP3 inh 5, GDH-TPI inh 4 and MazF activator -888.
Screening O=C(Nc1cccc(NC(=O)c2cccs2)c1)c1ccc([N+](=O)[O-])o1 returned 3CLpro inhibitor 2, BioA inh -0.7, SSB-PriA inh -12, Vc quorum ag 2.3, Rv3671c inh -12, Mtb UGM inh 0.2, Mtb FBA inh 3, DUSP3 inh 1, GDH-TPI inh 22 and MazF activator 11.
CCc1ccccc1N(C)S(=O)(=O)c1cc(-c2cc(C)no2)ccc1OC was read as 3CLpro inhibitor 5, BioA inh -0.9, SSB-PriA inh 5, Vc quorum ag -0.2, Rv3671c inh -6, Mtb UGM inh 2.9, Mtb FBA inh 0, DUSP3 inh -17, GDH-TPI inh 5 and MazF activator 5.
Cc1ccc(-c2ccc(=O)n(CCC(=O)N3CCN(c4ccccc4)CC3)n2)cc1 was read as 3CLpro inhibitor 7, BioA inh 1.3, SSB-PriA inh 11, Vc quorum ag inactive, Rv3671c inh 1, Mtb UGM inh 2.8, Mtb FBA inh 0, DUSP3 inh -2, GDH-TPI inh -1 and MazF activator 4.
For O=C(O)COc1ccc(/C=N/NC(=O)c2ccccc2Br)cc1 the results were 3CLpro inhibitor 1, BioA inh 0.2, Vc quorum ag -0.6, Rv3671c inh 6, Mtb UGM inh -1.8, Mtb FBA inh -4, DUSP3 inh 26, GDH-TPI inh -3 and MazF activator -9.
For O=c1c2ccccc2c(-c2ccccc2)nn1-c1ccc(Cl)c(Cl)c1 the results were 3CLpro inhibitor 6, BioA inh -1.0, SSB-PriA inh -10, Vc quorum ag 2.9, Rv3671c inh 1, Mtb UGM inh -1.6, Mtb FBA inh -15, DUSP3 inh 41, GDH-TPI inh 4 and MazF activator -4.

Compound activity (PubChem BioAssay)
